From PubChem
ANO1 activ = mouse TMEM16A channel activation, primary screen | Q8BHY3 | HEK293 TMEM16A/YFP-H148Q/I152L, iodide quench fluorescence; stronger effect = lower value | B-score at 10 µM | 0.3% of 340,000 active | AID 623877;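 active = fluorescence-ratio B-score plate-corrected deviation score at least 3 library SD below zero, with starting fluorescence score within 5 deviations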;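 note: channel opened by trigger with iodide after compound preincubation; score built on the fluorescence ratio of max minus min over baseline; more negative score means more quench and so TMEM16A activation or potentiation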
Target sequence (Q8BHY3 whole entry, looked up): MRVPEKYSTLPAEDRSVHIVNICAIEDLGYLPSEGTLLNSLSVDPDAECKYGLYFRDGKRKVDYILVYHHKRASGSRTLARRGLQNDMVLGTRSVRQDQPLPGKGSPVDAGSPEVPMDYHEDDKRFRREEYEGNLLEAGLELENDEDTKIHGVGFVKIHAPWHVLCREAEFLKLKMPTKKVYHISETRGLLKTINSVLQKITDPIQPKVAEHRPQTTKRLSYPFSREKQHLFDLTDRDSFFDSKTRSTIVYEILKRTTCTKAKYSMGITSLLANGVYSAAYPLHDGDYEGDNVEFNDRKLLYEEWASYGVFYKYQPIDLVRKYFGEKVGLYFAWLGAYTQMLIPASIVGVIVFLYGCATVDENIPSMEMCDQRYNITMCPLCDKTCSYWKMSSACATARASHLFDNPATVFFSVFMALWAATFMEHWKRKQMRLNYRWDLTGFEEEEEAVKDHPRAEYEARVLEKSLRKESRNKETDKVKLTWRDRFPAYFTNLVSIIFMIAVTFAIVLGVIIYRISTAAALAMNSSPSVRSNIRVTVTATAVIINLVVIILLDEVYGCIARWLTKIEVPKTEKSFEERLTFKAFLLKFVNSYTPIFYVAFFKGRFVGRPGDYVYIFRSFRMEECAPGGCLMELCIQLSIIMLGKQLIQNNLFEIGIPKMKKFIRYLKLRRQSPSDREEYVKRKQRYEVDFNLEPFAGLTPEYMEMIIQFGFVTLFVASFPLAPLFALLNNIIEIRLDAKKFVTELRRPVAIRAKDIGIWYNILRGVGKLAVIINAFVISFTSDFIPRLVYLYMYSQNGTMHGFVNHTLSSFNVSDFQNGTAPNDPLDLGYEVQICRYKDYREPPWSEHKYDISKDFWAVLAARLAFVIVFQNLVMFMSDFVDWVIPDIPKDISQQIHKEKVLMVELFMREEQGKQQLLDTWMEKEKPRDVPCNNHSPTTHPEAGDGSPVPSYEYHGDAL
Calls only. A portion of the library; count on the stated rates, not on these rows.

For CCCC(NCC(=O)Nc1ccccc1C(=O)NC1CC1)c1ccccc1 (centres undefined) the results were ANO1 activ inactive.
O=C(CNC(=O)c1ccc(Cl)cc1)OCCN1C(=O)c2ccccc2C1=O was read as ANO1 activ inactive.
For COc1ccc(NC(=O)CN(C)CC(=O)Nc2sc3c(c2C#N)CCC3)cc1 the results were ANO1 activ inactive.
Screening Cc1ccc(-n2nnnc2SCC(=O)NC2CCS(=O)(=O)C2)c(C)c1 (centres undefined) returned ANO1 activ inactive.
`O=C1OCCC1=Cc1ccccc1` gave ANO1 activ inactive.
`COc1ccc(NC(=O)CC2SC(N3CCCC3)=NC2=O)cc1Cl` (centres undefined) gave ANO1 activ inactive.
`O=C(CN1CCN(S(=O)(=O)c2cccc(F)c2)CC1)Nc1ccnn1C1CCCC1` gave ANO1 activ inactive.
`O=C(COC(=O)/C=C/c1cccc(C(F)(F)F)c1)NC(=O)NCc1ccccc1` gave ANO1 activ inactive.
Screening CCN(C(=O)CSc1ccc2ccccc2n1)C1CCCCC1 returned ANO1 activ inactive.
For CC1(O)CC2CC1C(C(=O)O)C2C(=O)O (centres undefined) the results were ANO1 activ inactive.

3 structures out of the list, sorted by SMILES length, descending:
For COc1ccc(NC(=O)CN(C)CC(=O)Nc2sc3c(c2C#N)CCC3)cc1 the results were ANO1 activ inactive.
O=C(CNC(=O)c1ccc(Cl)cc1)OCCN1C(=O)c2ccccc2C1=O was read as ANO1 activ inactive.
`COc1ccc(NC(=O)CC2SC(N3CCCC3)=NC2=O)cc1Cl` (centres undefined) gave ANO1 activ inactive.

(further entries)
`CC(=O)Nc1cc2c(cc1[N+](=O)[O-])-c1ccccc1C2=NO` gave ANO1 activ inactive.
`Cc1ccc(-c2csc3ncnc(N4CCN(C(=O)c5ccco5)CC4)c23)cc1` gave ANO1 activ inactive.
`COc1ccc(S(=O)(=O)N2CCCCC2)cc1NC(=O)[C@@H]1CCCN1C(=O)c1cccs1` gave ANO1 activ inactive.
`O=C(COC(=O)CCC(=O)c1ccc(F)cc1)NCc1ccc(Cl)cc1` gave ANO1 activ inactive.
Screening CC(C)(C)OC(=O)C[C@@H]1C/C=C\C[C@H](CC(=O)N[C@H](CO)Cc2ccccc2)C(=O)N[C@@H](Cc2ccccc2)COC1=O returned ANO1 activ inactive.
CCC(C)(C)C1CCC2(CC1)NC(=O)N(CC(=O)N1CCN(C(=O)c3ccco3)CC1)C2=O (centres undefined) was read as ANO1 activ inactive.
`CCCCn1c(N)c(NCC)c(=O)[nH]c1=O` gave ANO1 activ inactive.
For Cn1c(N)c(C(=O)COC(=O)/C=C/c2cccc(F)c2)c(=O)n(C)c1=O the results were ANO1 activ inactive.
For Cc1nc(SCC(=O)NCC2CCCO2)c2c(C)c(C)sc2n1 (centres undefined) the results were ANO1 activ inactive.
CS(=O)(=O)Nc1ccccc1C(=O)OCC(=O)NC1CC1 was read as ANO1 activ inactive.
COc1ccc(NC(=O)COC(=O)c2cc(S(=O)(=O)N3CCCC3)ccc2O)cc1 was read as ANO1 activ inactive.
`CS(=O)(=O)c1cccc(C(=O)OCCCC(=O)c2ccccc2)c1` gave ANO1 activ inactive.
COc1ccccc1CNC(=O)COC(=O)c1cc(=O)c2ccccc2o1 was read as ANO1 activ inactive.
For COc1ccccc1/C=C/C(=O)/C=C/c1ccccc1O the results were ANO1 activ inactive.
`COc1ccc(/C=C(/NC(=O)c2ccccc2)C(=O)N/N=C/c2ccc3c(c2)OCO3)cc1OC` gave ANO1 activ inactive.
For CS(=O)(=O)c1ccc(Cl)c(NC(=O)CSc2n[nH]c(-c3cccs3)n2)c1 the results were ANO1 activ inactive.
For Cc1ccc(OCCC(=O)OCC(=O)Nc2ccc(C)c(S(=O)(=O)N3CCOCC3)c2)cc1 the results were ANO1 activ inactive.
For O=C(COC(=O)c1ccc(S(=O)(=O)N2CCCCC2)cc1)Nc1ccccc1 the results were ANO1 activ inactive.
For Cc1cc(C(=O)NC2CCC(O)CC2)c(C)o1 (centres undefined) the results were ANO1 activ inactive.
`CCC/C(C#Cc1cc(OC)cc(OC)c1)=C1/c2ccccc2C(=O)N1c1ccccc1` gave ANO1 activ inactive.
Screening O=C(CN1C(=O)c2ccccc2S1(=O)=O)NCCc1ccc(F)cc1 returned ANO1 activ inactive.
O=C(CNC(=O)OCc1ccccc1)OC(c1ccccc1)c1ccccc1 was read as ANO1 activ inactive.
CCCN(CC(=O)Nc1ccccc1OC)C(=O)CSC(=S)N1CCCC1 was read as ANO1 activ inactive.
Cc1ccc(S(=O)(=O)NCC(=O)OCC(=O)N2CC(=O)Nc3ccccc32)cc1 was read as ANO1 activ inactive.
`NC(=O)c1ccsc1NC(=O)COC(=O)CNC(=O)c1cccc([N+](=O)[O-])c1` gave ANO1 activ inactive.
`CNC(=O)c1[nH]cnc1C(=O)Nc1cccc(Cl)c1` gave ANO1 activ inactive.
For C[C@H](CO)N1C[C@H](C)[C@@H](CN(C)C(=O)Nc2ccc(C(F)(F)F)cc2)Oc2c(NC(=O)Nc3ccccc3)cccc2C1=O the results were ANO1 activ inactive.
Screening CCC1c2ccccc2C(=O)C1C(N)=O (centres undefined) returned ANO1 activ inactive.
`Cc1ccc(S(=O)(=O)N(C)C)cc1NC(=O)COC(=O)c1ccc2ccccc2n1` gave ANO1 activ inactive.
O=C(COC(=O)c1ccc(Cl)c(S(=O)(=O)N2CCCCC2)c1)NCCc1ccccc1 was read as ANO1 activ inactive.
For CN(C)c1ccc(C(=O)Nc2cccc(S(=O)(=O)N3CCCC3)c2)cc1 the results were ANO1 activ inactive.
For CCC(C)C(N)C1=NC(C(=O)N[C@@H](CC(C)C)C(=O)N[C@H](CCC(=O)[O-])C(=O)N[C@H](C(=O)N[C@H]2CCCCNC(=O)[C@H](CC(N)=O)NC(=O)[C@@H](CC(=O)[O-])NC(=O)[C@H](Cc3cnc[nH]3)NC(=O)[C@@H](Cc3ccccc3)NC(=O)[C@H]([C@@H](C)CC)NC(=O)[C@@H](CCCN)NC2=O)[C@@H](C)CC)CS1.[Zn+2] (some centres undefined) the results were ANO1 activ inactive.
For CCc1nnc(NC(=O)c2oc3ccccc3c2COC(C)C)s1 the results were ANO1 activ inactive.
`CCCN1C(=O)C(=O)c2cc(C)ccc21` gave ANO1 activ inactive.
`O=C(Nc1cccnc1)c1cccc(S(=O)(=O)Nc2cccc(Cl)c2)c1` gave ANO1 activ inactive.
For CC(Oc1ccccc1)C(=O)NC1CCSc2ccccc21 (centres undefined) the results were ANO1 activ inactive.
`Cc1ccc(-c2csc3ncnc(N4CCN(S(=O)(=O)c5cccs5)CC4)c23)cc1` gave ANO1 activ inactive.
`Cc1ccc(NC(=O)C(c2ccccc2)N2CCN(C(=O)c3ccco3)CC2)cc1` (centres undefined) gave ANO1 activ inactive.
NC(CSC(c1ccccc1)(c1ccccc1)c1ccccc1)C(=O)O (centres undefined) was read as ANO1 activ inactive.
COc1ccccc1NS(=O)(=O)c1ccc(C(=O)NCCCn2ccnc2)cc1 was read as ANO1 activ inactive.
`Cc1sc2nc(CSCC(=O)Nc3cc(F)ccc3F)[nH]c(=O)c2c1C` gave ANO1 activ inactive.
For CC(=O)Nc1ccc(S(=O)(=O)Nc2nc3ccccc3nc2Nc2ccc(C(=O)O)c(O)c2)cc1 the results were ANO1 activ inactive.
C[C@@H]1CN([C@@H](C)CO)C(=O)c2cc(NC(=O)Nc3ccc(F)cc3)ccc2O[C@@H]1CN(C)Cc1ccc(Oc2ccccc2)cc1 was read as ANO1 activ inactive.
`CC(C)c1ccc(NC(=O)CN2C(=O)NC(Cc3c[nH]c4ccccc34)C2=O)cc1` (centres undefined) gave ANO1 activ inactive.
`Cc1ccc(C)c(NC(=O)CN2C(=O)NC(CCc3ccccc3)C2=O)c1` (centres undefined) gave ANO1 activ inactive.
For N#CCCN(C(=O)COC(=O)c1ccc(S(=O)(=O)N2CCCC2)cc1)c1cccc(Cl)c1 the results were ANO1 activ inactive.
Screening CC(C)CN(C(=O)COc1ccc([N+](=O)[O-])cc1)c1c(N)n(CC(C)C)c(=O)[nH]c1=O returned ANO1 activ inactive.
`COc1ccc(CNC(=O)COc2ccccc2C(=O)c2cnn(-c3ccccc3)c2)cc1OC` gave ANO1 activ inactive.
CNC(=O)c1ccc(NC(=O)c2cc(S(=O)(=O)N(C)C)ccc2N2CCCC2)cc1 was read as ANO1 activ inactive.
Screening c1ccc2c(C[C@@H]3CNCCN3CCCCC3CCCCC3)cccc2c1 returned ANO1 activ inactive.

Seven entries drawn at random from the list so far, as already listed:
C[C@@H]1CN([C@@H](C)CO)C(=O)c2cc(NC(=O)Nc3ccc(F)cc3)ccc2O[C@@H]1CN(C)Cc1ccc(Oc2ccccc2)cc1 was read as ANO1 activ inactive.
`CC(C)c1ccc(NC(=O)CN2C(=O)NC(Cc3c[nH]c4ccccc34)C2=O)cc1` (centres undefined) gave ANO1 activ inactive.
Screening c1ccc2c(C[C@@H]3CNCCN3CCCCC3CCCCC3)cccc2c1 returned ANO1 activ inactive.
`COc1ccc(CNC(=O)COc2ccccc2C(=O)c2cnn(-c3ccccc3)c2)cc1OC` gave ANO1 activ inactive.
Screening CC(C)CN(C(=O)COc1ccc([N+](=O)[O-])cc1)c1c(N)n(CC(C)C)c(=O)[nH]c1=O returned ANO1 activ inactive.
For N#CCCN(C(=O)COC(=O)c1ccc(S(=O)(=O)N2CCCC2)cc1)c1cccc(Cl)c1 the results were ANO1 activ inactive.
`Cc1ccc(C)c(NC(=O)CN2C(=O)NC(CCc3ccccc3)C2=O)c1` (centres undefined) gave ANO1 activ inactive.

Additional structures.
For COc1ccc(C(=O)Nc2nnc(C)s2)cc1S(=O)(=O)N1CCOCC1 the results were ANO1 activ inactive.
`O=C(O)c1ccccc1C(=O)c1cccc2c(F)cccc12` gave ANO1 activ inactive.
O=C1N[C@@H](c2ccccc2)COC(=O)[C@H](Cc2ccc(F)cc2)CC/C=C/C[C@H]1CC(=O)N(CCO)Cc1ccccc1 was read as ANO1 activ inactive.
CC(=NNS(=O)(=O)c1cccc([N+](=O)[O-])c1)c1ccc(-n2ccnc2)cc1 was read as ANO1 activ inactive.
`O=C(COC(=O)/C=C/c1ccco1)NCc1ccc(Cl)cc1` gave ANO1 activ inactive.
Screening CN1CCC(N(C)C(=O)c2cccc(S(=O)(=O)N3CCOCC3)c2)CC1 returned ANO1 activ inactive.
COc1cccc(C(=O)OCC(=O)Nc2ccc(N3CCOCC3)cc2)c1 was read as ANO1 activ inactive.
O=C(Nc1ccc2c(c1)OCO2)C1CC1 was read as ANO1 activ inactive.
`COc1cccc(C2/C(=C(/O)c3ccccc3)C(=O)C(=O)N2CCCC(=O)O)c1` (centres undefined) gave ANO1 activ inactive.
For CCN(CC)S(=O)(=O)c1ccc(N2CCOCC2)c(NC(=O)CSCc2c(C)noc2C)c1 the results were ANO1 activ inactive.
Screening COc1ccc(N2CCN(C(=O)c3cccc(S(=O)(=O)N4CCc5ccccc54)c3)CC2)cc1 returned ANO1 activ inactive.
COc1ccccc1CNC(=O)c1cccc(S(=O)(=O)N2CCCC2)c1 was read as ANO1 activ inactive.
Screening N#Cc1ccc(C(=O)Nc2cccc(S(=O)(=O)NC3=NCCC3)c2)cc1 returned ANO1 activ inactive.
O=C1C=C(c2ccc(Br)c3ccccc23)C[C@@H](c2ccc3c(c2)OCO3)C1 was read as ANO1 activ inactive.
O=C(COc1cccc(Cl)c1)NCC(c1cccs1)N1CCOCC1 (centres undefined) was read as ANO1 activ inactive.
COc1ccc(-c2nc(N)nc(N)n2)c(O)c1 was read as ANO1 activ inactive.
`COc1ccc(NS(=O)(=O)c2cc(NC(=O)c3ccccn3)ccc2OC)cc1Br` gave ANO1 activ inactive.
`CC(OC(=O)CCNS(=O)(=O)c1ccccc1)C(=O)Nc1ccc(S(=O)(=O)N2CCCCC2)cc1` (centres undefined) gave ANO1 activ inactive.
Screening CN(C(=O)c1ccc(NC(=O)Cc2ccc(NC(=O)C3CCCN(C(=O)C4CCCCC4)C3)cc2)cc1)C1CC1 (centres undefined) returned ANO1 activ inactive.
CCCn1cnc2c(SCc3ccc(Cl)cc3)nc(N)nc21 was read as ANO1 activ inactive.
`CCOC(=O)c1[nH]c(C)c(C(=O)OCC(=O)NCc2ccc(OC)cc2)c1C` gave ANO1 activ inactive.
`COc1ccccc1-c1oc2ccccc2c1C#CCO` gave ANO1 activ inactive.
For CCCc1cc(=O)[nH]c(SCC(=O)NC(=O)NC2CCCC2)n1 the results were ANO1 activ inactive.
Screening CCCCN1CC(=O)N2[C@H]3c4ccccc4OC[C@@H]3[C@H](c3ccccc3)[C@]2(C)C1=O returned ANO1 activ inactive.
For Cc1c(/C(O)=C2\C(=O)C(=O)N(CCCN(C)C)C2c2ccco2)cnn1-c1ccccc1 (centres undefined) the results were ANO1 activ inactive.
`CC(C)(C)OC(=O)C[C@H]1C/C=C\C[C@@H](CC(=O)N[C@H](CO)Cc2ccccc2)C(=O)NC[C@@H](c2ccccc2)OC1=O` gave ANO1 activ inactive.
Screening C[C@@H]1O[C@@H](O[C@@H]2[C@@H](O)[C@H](OCCc3ccc(O)c(O)c3)O[C@H](CO)[C@H]2OC(=O)/C=C/c2ccc(O)c(O)c2)[C@H](O)[C@H](O)[C@H]1O returned ANO1 activ inactive.
CCOc1ccc(C(=O)NCC(=O)N2CCN(Cc3ccccc3)CC2)cc1 was read as ANO1 activ inactive.
Screening CC(C)(C)OC(=O)C[C@@H]1C/C=C\C[C@H](CC(=O)N(CCO)Cc2ccccc2)C(=O)N[C@@H](Cc2c[nH]c3ccccc23)COC1=O returned ANO1 activ inactive.
